# Screening results deposited in PubChem by several laboratories.
# PPC-1+TRAIL kill – compounds killing PPC-1 cancer cells with TRAIL present (potentiator screen, no TRAIL-free arm). PPC-1 cells + TRAIL, ATPLite viability luminescence. cell killing (% activity), % at 4 µM. actives 0.41% (n = 220,000). AID 1443;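 active = cell killing above 50% in the first pass at 4 µM, then a duplicate retest at 5 µM averaging 50% or more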;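 note: plate controls were cells with TRAIL plus DMSO for no effect and medium-only wells lacking cells for full effect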
# CHOP inhibitor – blocks CHOP induction under ER stress; actives 3.8% (n = 220,000); AID 2732; inhibition, % at 10 µM; CHO-K1 CHOP-promoter luciferase, tunicamycin-induced, 15-18 h;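 active = compounds that reduced the stress-induced luciferase reporter signal by more than about 70% of percent inhibition, limit read from the data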;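 note: 0% = tunicamycin plus vehicle and 100% = wells without tunicamycin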
# FXIIa inh – factor XIIa (human) inhibition; P00748; purified FXIIa, Boc-QGR-AMC fluorogenic substrate, 2 h; inhibition, % at 5 µM; actives 0.3% (n = 220,000); AID 800; in the data active = inhibition above about 40%;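 note: 0% = enzyme with no compound and 100% = blank without enzyme; many of its hits are not listed in these tables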
# TNF necrop inh – TNF-alpha cell death inhibition in Jurkat FADD-/- cells; actives 0.068% (n = 220,000); AID 463075; activation (protection from cell death), % at 10 µM; Jurkat FADD-/- TNF necroptosis rescue, ATP luminescence, 24 h; 0 = TNF only, 100 = no-TNF cells;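 active = activation, meaning protection from cell death, of at least 50% relative to plate controls; inactive = activation below 50%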;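 note: necroptosis triggered by 40 ng/mL TNF-alpha added together with compound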
# Wee1 stabilizer – human Wee1 degradation inhibition, primary screen | P30291 | HeLa Luc-Wee1K328M stability, luciferase luminescence; 100% = proteasome inhibitor MG132 effect | reporter increase, % at 5 µM | actives 1.2% (n = 220,000) | AID 1321;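 active = activation above the mean of all tested compounds plus 3 SD, set per screening run, cut at about 8.8% in these data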;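 note: cells exposed to compound for 20 h before luminescence read; 0% = DMSO alone and 100% = MG132 at 30 µM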
# TbHK1 inh – T. brucei hexokinase 1 inhibition; inhibition, % at 10 µM; recombinant TbHK1, G6PDH-coupled NADH A340; actives 0.11% (n = 220,000);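 active = inhibition of 50% or more in the single-dose primary screen; inactive = inhibition below 50%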
# PGE2 EP2 inh – EP2 receptor (human) inhibition | actives 0.52% (n = 260,000) | inhibition, % at 25 µM | C6 glioma cells expressing human EP2, cAMP TR-FRET; cells stimulated with saturating PGE2 | AID 1422;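 active = percent inhibition above 40 after rounding to a whole number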;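 note: rat C6 glioma host cells with rolipram phosphodiesterase inhibitor present; the protocol text gives 20 µM as final concentration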
# Target sequence (P43116 whole entry, looked up): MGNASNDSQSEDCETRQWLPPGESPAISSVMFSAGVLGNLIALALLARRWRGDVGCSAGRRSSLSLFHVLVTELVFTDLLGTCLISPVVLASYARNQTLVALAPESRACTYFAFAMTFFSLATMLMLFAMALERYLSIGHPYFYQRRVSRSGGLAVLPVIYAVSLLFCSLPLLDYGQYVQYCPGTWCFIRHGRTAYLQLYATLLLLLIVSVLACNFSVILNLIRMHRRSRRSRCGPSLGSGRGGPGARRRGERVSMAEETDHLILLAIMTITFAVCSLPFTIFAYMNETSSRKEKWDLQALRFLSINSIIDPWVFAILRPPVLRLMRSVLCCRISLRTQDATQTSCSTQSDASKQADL
# zVAD death inh – L929 zVAD cell death inhibition; viability rescue, % at 10 µM; L929 zVAD necroptosis rescue, ATP luminescence, 24 h; with zVAD 60 µM; actives 0.38% (n = 220,000);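 active = activation, scaled between plate controls, above about 75%, limit read from the data; inactive = activation under that limit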;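 note: 0% = zVAD with DMSO and 100% = DMSO alone without zVAD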
# FXIa inh – inhibitors of human coagulation factor XIa; P03951; purified FXIa, Boc-Glu-Ala-Arg-AMC fluorogenic substrate; inhibition, % at 5 µM; actives 0.14% (n = 220,000); AID 798;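 active = inhibition of at least 40%; inactive = inhibition below 40%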;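 note: fluorescence of freed AMC excited at 355 nm; 0% = enzyme without compound and 100% = no enzyme blank; many of its hits are not listed in these tables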
# Target sequence (P03951 19-387 limits assumed): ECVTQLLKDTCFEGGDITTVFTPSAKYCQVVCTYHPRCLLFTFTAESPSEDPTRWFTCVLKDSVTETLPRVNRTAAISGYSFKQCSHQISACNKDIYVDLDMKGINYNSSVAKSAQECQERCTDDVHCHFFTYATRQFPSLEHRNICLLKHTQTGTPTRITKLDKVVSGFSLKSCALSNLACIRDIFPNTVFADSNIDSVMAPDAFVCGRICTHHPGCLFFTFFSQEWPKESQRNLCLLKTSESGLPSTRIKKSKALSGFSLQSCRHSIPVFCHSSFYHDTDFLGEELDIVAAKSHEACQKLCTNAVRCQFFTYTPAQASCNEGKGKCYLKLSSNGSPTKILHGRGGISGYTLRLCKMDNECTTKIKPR
# Target sequence (P03951 388-625 limits assumed): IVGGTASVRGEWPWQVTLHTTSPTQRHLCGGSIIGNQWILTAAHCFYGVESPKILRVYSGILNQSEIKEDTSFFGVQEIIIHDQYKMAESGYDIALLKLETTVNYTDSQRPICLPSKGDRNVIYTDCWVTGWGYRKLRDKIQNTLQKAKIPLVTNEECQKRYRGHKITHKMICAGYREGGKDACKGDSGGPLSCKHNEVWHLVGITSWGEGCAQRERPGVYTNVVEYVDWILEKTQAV
# An asterisk follows results filed as active; · = not tested or not shown; & = joins results of further samples; [ ] = remark or other dose. An excerpt; count on the stated rates, not on these rows.
SMILES,PPC-1+TRAIL kill,CHOP inhibitor,FXIIa inh,TNF necrop inh,Wee1 stabilizer,TbHK1 inh,PGE2 EP2 inh,zVAD death inh,FXIa inh
CCn1c(SCC(=O)Nc2nc(-c3ccc(C)cc3)cs2)nnc1-c1ccccc1O,1,86*,0,0.0,3,8,16,0.9,-8
Nc1c(Cl)cc(Cl)cc1C(=O)OCC(=O)N1CCOCC1,16,11,1,1.2,-1,1,4,1.6,-13
Cc1cc(C(F)(F)F)c(C#N)c(N2CCOCC2)n1,3,22,5,-1.0,-3,-3,8,0.2,-7
O=C(CCc1c[nH]c2ccccc12)NCC1CCCO1 (stereo not given),-18,24,9,0.5,0,4,8,0.2,-1
CCC(=O)Nc1cccc(-c2cn3ccsc3n2)c1,-2[5 µM],-20,15,-0.6,3,-7,20,-0.3,9
O=C(CCS(=O)(=O)c1ccc(Cl)cc1)OCC(=O)N1CCCCC1,5,10,8,1.7,1,0,13,1.6,9
Cc1cccc(NC(=S)N(CCN(C)C)C(C)c2ccco2)c1 (stereo not given),-4,33,3,1.6,3,14,6,-0.5,-7
Cc1ccc(C(c2nnnn2C2CCCC2)N2CCc3ccccc32)cc1 (stereo not given),6,2,6,0.1,9.1*,0,5,-0.1,3
C=CCN(c1ccccc1C(=O)O)S(=O)(=O)c1ccc(NC(=O)OC)cc1,27,-18,8,0.5,-3,8,7,0.0,2
COc1ccc(C2=NO[C@@H]3C(=O)N(c4ccc5c(c4)OCCO5)C(=O)[C@H]23)cc1OC,-25,42,-2,-0.9,0,3,8,-0.3,-2
COc1ccc(CC(=O)NCCC(C)C)cc1S(=O)(=O)N1CCOCC1,-9,-6,4,0.5,-3,2,8,0.7,2
Cc1ccc(-n2nnc(-c3cccnc3Cl)n2)cc1,40,13,9,-0.9,4,4,0,-0.1,1
CC(C)N(C(=O)Nc1ccc2nsnc2c1)C(C)C,7,38,3,-0.3,8,-10,7&8,0.9,10
Cc1c(O)ccc2c(CN(C)Cc3ccccc3)cc(=O)oc12,-7,30,5,-6.0,-1,-25,10,1.4,1
CC1(C)Cc2cccc(OCC(=O)NC3CC3)c2O1,27,5,38,-1.0,-2,2,4,-0.9,6
CN(C)c1nc(/C=C(\C#N)C(N)=O)c(Cl)n1-c1ccc(F)cc1,18,27,16,-3.7,0,-9,2,21,6
Cc1cc(C)cc(OCC(=O)N2N=C(C(F)(F)F)CC2(O)C(C)(C)C)c1 (stereo not given),12,78*,32,-0.3,-2,14,2,0.7,20
CN1CCN(c2nc(-c3cccnc3)nc3ccccc23)CC1,2,-3,11,0.4,-1,-20,11,1.0,3
COC(C)(C)[C@H](O)COc1c2ccoc2cc2oc(=O)ccc12,18,0,4,3.3,2,-16,3,9.3,-7
O=C(C1CCCN1C(=O)c1cccs1)N1CCN(Cc2ccc3c(c2)OCO3)CC1 (stereo not given),·,63,5,-6.5,0,3,·,0.6,3
Cc1cccc(Cc2cnc(NC(=O)CN3C(=O)/C(=C/c4ccccc4)SC3=S)s2)c1,-1,64,11,-0.9,-1,-15,·,0.5,-10
COc1ccc(C2N(c3cc(Cl)ccc3OC)C(=O)C3CCCN32)cc1 (stereo not given),22,-31,0,0.8,-1,5,8,0.1,-13
CC1(C)CC(=O)c2cc(C(=O)NC3CCSC3=O)c(=O)n(-c3ccc(Cl)cc3)c2C1 (stereo not given),18,10,16,1.7,-2,-16,8,0.3,9
Cc1cc2oc(=O)cc(C)c2c(=O)o1,22,16,9,-0.5,-1,-23,8,-0.1,0
CC(=O)N1CCc2cc(S(=O)(=O)CCC(=O)O)ccc21,1,-12,7,-2.0,0,5,·,-0.1,2
CCOC(=O)C1=C(C)N2C(=C(C#N)[C@@H]1c1ccc(C(=O)OC)cc1)SC[C@@]2(O)C(C)(C)C,14,38,12,-0.7,7,-9,7,-0.3,-2
O=C(CSc1nc2ccccc2o1)N1N=C(c2cccs2)CC1c1ccc(F)cc1 (stereo not given),9,26,2,3.3,1,28,12,1.7,-5
CC(C)[C@H](NS(=O)(=O)c1ccc2c(c1)OCCO2)C(=O)OCC(=O)Nc1ccccc1Cl,-6,4,7,2.7,4,34,8,0.5,0
O=[N+]([O-])C(C1CCS(=O)(=O)C1)C1CCS(=O)(=O)C1 (stereo not given),15,-21,-6,-0.7,1,1,5,-0.8,0
Cc1[nH]c2c(Br)cccc2c1[C@H]1[C@@H](CC#N)C1(C)C,21,72*,12,0.1,5,2,9,0.8,3
COc1cccc(C2C3=C(N=C4SCC(=O)N42)c2ccccc2CC3)c1OC (stereo not given),16,61,-9,1.4,0,-8,11,-0.3,-1
CCOc1ccc(Cc2noc3c2C(=O)CC(C)(C)C3)cc1OCC,11,18,5,2.0,1,-4,3,0.0,-1
Nc1c2c(nc3sc4c(c13)CCCC4)-c1ccccc1CC2,42,35,8,-0.1,18*,-12,15,6.8,3
O=C(Cc1ccccc1Cl)Nc1cccnc1,14,12,4,1.9,-4,-1,0,1.6,8
O=C(NCCC1=CCCCC1)C1CCCN(S(=O)(=O)c2cccnc2)C1 (stereo not given),1,22,1,-0.6,0,-3,4,1.1,-10
c1ccc(-c2csc3ncn4cnnc4c23)cc1,23,23,15,-6.7,-4,4,3,0.3,0
Cc1ccc(N(CC2CO2)S(=O)(=O)c2ccc(C)cc2)cc1 (stereo not given),-10,-8,11,-2.9,3,3,6,0.0,0
COc1ccc(/C=C/C(=O)c2ccccc2)cc1COc1ccc(F)cc1,15,6,12,-11,-1,-3,10,-0.1,1
COc1ccc(S(=O)(=O)N2CCC(C(=O)NCC(c3cccs3)N(C)C)CC2)cc1 (stereo not given),-5,15,22,2.5,-1,2,4,2.4,5
Cc1ccc(N2CC(C(=O)Nc3cccnc3)CC2=O)cc1 (stereo not given),-2,-9,12,-3.2,-2,1,5,-0.1,7
O=C(NCC1CCCO1)c1nnc(Cc2ccc(F)cc2)o1 (stereo not given),-2,3,12,0.9,6,-3,5,·,9
S=C(NC1CCCC1)NN1CCOCC1,7,13,5,0.6,-2,-1,2,0.3,-3
O=C(NC1CCCC1)NS(=O)(=O)c1ccccc1Cl,4,10,11,2.1,2,-3,0,-0.1,0
Cc1ccc(NCc2nnc(SCC(=O)O)n2-c2ccc(C)cc2)cc1,·,12,3,0.8,1,11,2,1.4,-5
c1ccn(-c2ccc(-c3ccn[nH]3)cc2)c1,10,12,4,7.4,1,-2,8,86*,-1
Cc1ccc(C)c(NC(=O)Cn2c(=O)n(-c3ccc(CC(=O)NCC4CCCO4)cc3)c(=O)c3ccccc32)c1 (stereo not given),29,24,5,0.8,4,-10,14,9.8,-2
Cc1ccc(NC(NC(=O)c2cccnc2)C(Cl)(Cl)Cl)cc1 (stereo not given),21,33,12,2.3,5,-2,5,-0.5,5
CNC(=S)NNC(=O)c1sc(-c2cc(C)on2)nc1C,20,-9,12,0.0,-1,-22,2,-0.5,6
O=c1c(C=Nc2ccc(Oc3ccccc3)cc2)c[nH]n1-c1cccc(Cl)n1,3,65,18,-11,-1,-3,4,0.2,7
C=CCN1C(=O)C(C)(C)N(C(C)=O)c2ccccc21,28,31,14,0.2,-1,0,4,·,8
O=C(C1=C[C@@H](C2CCCCC2)C[C@@H](OCc2ccc(CO)cc2)O1)N1CCOCC1,11,10,12,1.2,-1,-9,21,-0.6,1
CCC(=O)Nc1c(C(=O)N2CCCCCC2)cnn1-c1ccc(C)c(C)c1,9,17,5,1.3,3,6,8,1.4,7
Cc1cc2nc(Sc3c([N+](=O)[O-])nc(C)n3Cc3ccccc3)[nH]c2cc1C,2,-97,15,-8.7,-1,-3,4,0.5,10
Fc1ccc(N=C2NN=C(c3cc(F)ccc3F)CS2)cc1,10,35,8,-2.0,-2,-1,12,0.1,3
CN(C)S(=O)(=O)c1cccc(NC(=O)COC(=O)c2ccc3c(c2)OCO3)c1,33,4,14,1.1,0,25,7,1.7,7
COc1cccc(-c2nnc(NC(=O)C(C)C)o2)c1,18,16,18,1.0,-3,0,11,1.3,3
COc1ccc(Cl)cc1NC(=O)NCCN1CCCCC1,4,13,-1,3.0,-2,7,6,-0.3,-4
O=C(CSc1nnc(-c2ccc(S(=O)(=O)N3CCCC3)cc2)o1)N1CCCC1,·,·,·,0.5,-1,0,·,-0.1,·
CCOC(=O)c1ccc(Nc2nc(C(=O)OCC)nc3ccccc23)cc1,22,1,9,0.2,0,-25,14,1.2,2
O=S(=O)(NCc1ccccc1)c1ccc(S(=O)(=O)N2CCCCC2)cc1,30,72*,14,-5.2,1,-8,6&13,-0.3,5

# The listing continues:
SMILES,PPC-1+TRAIL kill,CHOP inhibitor,FXIIa inh,TNF necrop inh,Wee1 stabilizer,TbHK1 inh,PGE2 EP2 inh,zVAD death inh,FXIa inh
Cc1sc(NC(=S)NC(=O)CCc2ccccc2)c(C(N)=O)c1C,6,5,7,-8.7,1,0,28,-1.0,4
COc1nnc(-c2ccc(N3CCCCC3)c(N)c2)c2ccccc12,·,·,·,-2.3,1,-8,5,0.3,·
CCOC(=O)CC(=O)Nc1ccc(C)cc1,15,-11,-23,0.6,-1,0,·,0.1,10
O=C(N/N=C/c1sc(=O)n(-c2ccccc2)c1Cl)c1ccccc1,30,10,7,0.4,5,-43,8,1.4,7
COC(CN(C(=O)CCl)C(C(=O)NC1CCCC(C)C1C)c1ccc(C)cc1)OC (stereo not given),9,-20,11,-0.2,4,26,4,1.1,-1
Cc1cccc(NC(=O)Cn2c(=O)n(Cc3ccccc3)c(=O)c3c(C)c(C)sc32)c1,17,38,5,2.8,0,12,1,0.8,5
Cc1cc(C(=O)CC#N)c(C)n1CC(F)(F)F,29,-3,8,-2.2,-1,0,10,1.5,23
Cc1ccc(C)c(N2CCN(C(=O)c3cc(S(=O)(=O)N4CCOCC4)ccc3F)CC2)c1,8,39,10,-1.0,0,-11,8,0.0,8
C=CCN1C(=O)C(C)NC1=S (stereo not given),20,-10,9,2.5,1,-1,3,0.5,3
CC(=O)N1CCN(c2ccc(NCc3cccs3)cc2)CC1,7,-19,10,-0.9,3,2,12,·,-3
C/C(Cn1cnc([N+](=O)[O-])n1)=N\NC(=O)c1ccc(O)cc1O,3,-15,11,-0.2,-1,-14,8,0.3,-4
COc1cccc(-n2c([S-])c(C(=O)Nc3ccc(S(=O)(=O)N4CCOCC4)cc3)[n+]3cc(C(N)=O)ccc23)c1,-14,-4,5,-5.7,1,-21,8,0.5,2
COc1ccc(N2CCc3c(C)nc4c(OC)cc(OC)cc4c32)c(OC)c1,12,48,6,-4.6,0,-15,·,-0.1,4
CCC/C(=N\NC(=O)CNC(=O)/C=C/c1ccco1)c1ccccc1,25,22,1,0.9,-1,16,11,-0.3,-3
COc1ccc(NC(=O)c2ccc(-c3ccccc3Cl)o2)cc1,20,44,14,1.0,2,-2,2,4.0,5
CC(C)NC(=O)COC(=O)/C=C/c1ccc(F)cc1,22,4,14,0.8,1,28,5,-0.2,10
